Compound activity: PubChem, several laboratories
KOR beta-arrestin-1 = KOR agonists, beta-arrestin recruitment, primary screen, cell-based, luminescence, uHTS (AID 1777) | Kappa-type opioid receptor (Homo sapiens) | KOR beta-arrestin recruitment, luminescence; higher % means a stronger effect | activation, % at 10 µM; hits with a dose series show EC50 in µM | 0.02% of 280,000 active; in the data active means activation above about 50%, passing the limit was not always enough; further: a part of the inactive calls stands beside numbers as strong as those of hits
GPR55 beta-arrestin = GPR55 agonists via beta-arrestin recruitment, primary screen, imaging, U2OS cells, beta-arrestin-GFP redistribution (AID 1961) | G-protein coupled receptor 55 (Homo sapiens) | U2OS GPR55 beta-arrestin-GFP redistribution imaging; higher % means a stronger effect | one-dose activation, % at 10 µM; EC50 in µM for titrated hits | 0.048% of 290,000 active;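 active means activation above 40% with more than 50 cells counted in the well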;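 further: U2OS osteosarcoma cells stably expressing GPR55 and beta-arrestin-GFP; plate controls were DMSO negative control for no effect and LPI positive control for full effect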
GPR35 arrestin U2OS = GPR35 antagonists blocking zaprinast-driven arrestin recruitment, primary screen, imaging, U2OS, beta-arrestin-GFP, zaprinast agonist (AID 2058); G-protein coupled receptor 35 (Homo sapiens); 0.052% of 290,000 active; one-dose inhibition, % at 10 µM; IC50 in µM for titrated hits; U2OS GPR35 beta-arrestin-GFP translocation imaging, zaprinast antagonism; higher % means a stronger effect;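 active means inhibition of at least 50% with at least 30 cells and total cytoplasm GFP at most 10,000,000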
KOR beta-arrestin-2 = KOR antagonists, beta-arrestin recruitment, cell-based, luminescence, uHTS (AID 1778); KOR beta-arrestin recruitment, luminescence, antagonist mode; higher % means a stronger effect; one-dose inhibition, % at 10 µM; IC50 in µM for titrated hits; 0.091% of 290,000 active; in the data active means inhibition above about 50%; further: strong numbers were not always called active
NOD1 NF-kB reporter = NOD1 signaling inhibitors, primary screen, cell-based, luminescence, uHTS (AID 1578); NOD1-driven NF-kB luciferase reporter cells, luminescence; higher % means a stronger effect; inhibition, % at 4 µM, or EC50 in µM where a hit was titrated; 1% of 290,000 active; in the data active means inhibition mostly above about 36%, no sharp cut-off; inactive means mostly below about 34%;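 further: HEK-293T reporter cells stimulated with the NOD1 agonist gamma-tri-DAP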
NTR1 ag = agonists of NTR1, primary screen, imaging, U2OS cells, beta-arrestin-GFP, high content (AID 493036); Neurotensin receptor type 1 (Homo sapiens), P30989; NTR1-U2OS beta-arrestin-GFP spot imaging, agonist mode; activation, % at 20 µM; 0.17% of 330,000 active;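 active means activation at or above 40% of the spot to cytoplasm intensity ratio, with at least 20 cells analyzed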;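 further: 0% = DMSO without peptide and 100% = 100 nM NTR1 peptide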
Target sequence (P30989 whole entry, looked up): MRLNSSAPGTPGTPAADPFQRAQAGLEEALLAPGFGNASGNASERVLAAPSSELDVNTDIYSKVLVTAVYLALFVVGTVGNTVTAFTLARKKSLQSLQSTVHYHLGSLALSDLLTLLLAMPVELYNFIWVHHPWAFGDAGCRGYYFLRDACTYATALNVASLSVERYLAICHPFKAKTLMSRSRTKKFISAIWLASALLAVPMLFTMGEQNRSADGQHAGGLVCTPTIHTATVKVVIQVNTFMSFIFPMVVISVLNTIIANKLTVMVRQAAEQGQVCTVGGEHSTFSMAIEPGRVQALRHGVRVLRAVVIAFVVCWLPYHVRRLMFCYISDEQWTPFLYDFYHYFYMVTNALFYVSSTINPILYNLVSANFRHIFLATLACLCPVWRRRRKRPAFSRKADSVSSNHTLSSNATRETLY
GPR55 antagonists = GPR55 antagonists blocking LPI-driven arrestin recruitment, primary screen, imaging, U2OS, beta-arrestin-GFP, LPI agonist (AID 2013) | G-protein coupled receptor 55 (Homo sapiens) | U2OS GPR55 beta-arrestin-GFP translocation imaging, LPI antagonism; higher % means a stronger effect | inhibition, % at 10 µM; hits with a dose series show IC50 in µM | 0.13% of 290,000 active;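 active means spots per cell inhibited over 60%, with over 100 cells counted and total cytoplasm intensity under 500,000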;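 further: U2OS cells stably carrying GPR55 and arrestin-GFP stimulated by 5 µM LPI near EC80; imaged beta-arrestin-GFP aggregate spots per cell after agonist stimulation; plate controls were LPI-stimulated DMSO wells for no effect and DMSO wells without LPI for full effect; some results filed as inactive read as strong as hits; confirmed hits need IC50 under 10 µM and bright autofluorescent wells are also inconclusive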
MgcRacGAP inhibition = MgcRacGAP GTPase-activating activity inhibitors, confirmation, biochemical, ADP Hunter fluorescence | Rac GTPase-activating protein 1 (Homo sapiens) | MgcRacGAP-stimulated Rac1 GTP hydrolysis, ADP Hunter fluorescence; higher % means a stronger effect; GST-tagged Rac1 F28L mutant substrate | inhibition, % at 30 µM; hits with a dose series show IC50 in µM | 0.6% of 340,000 active;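 active means first-screen hits whose inhibition reached a set limit at any dose in the follow-up dose series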;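 further: fluorescence reports GDP produced by GAP-driven GTP hydrolysis; strong numbers were not always called active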
K1F lysis inhibition = inhibition of K1F phage lysis, E. coli UTI89, bacterial capsule biogenesis inhibitors, alamar blue (AID 488966). E. coli UTI89 K1F phage lysis, alamar blue, 2 h; higher % means a stronger effect. one-dose inhibition, % at 100 µM; IC50 in µM for titrated hits. 0.02% of 340,000 active;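 active means phage lysis inhibition, versus mean bacterial control, above a set limit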;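 further: capsule biogenesis inhibitors block K1F phage lysis so surviving cells raise fluorescence; higher fluorescence means more inhibition of phage lysis; actives were called in the ten point dose series up to 300 µM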
NTR1 ag cell count 20 µM = second read-out of NTR1 ag, no call of its own (marks repeat the call); cell count; measured here: cell count, cytotoxicity flag
Active calls of the source: *; i = inactive; x = no result given; [ ] = another dose, or the depositor's remark. Some of the compounds tested. The share of hits here may be higher or lower than overall.

SMILES	KOR beta-arrestin-1	GPR55 beta-arrestin	GPR35 arrestin U2OS	KOR beta-arrestin-2	NOD1 NF-kB reporter	NTR1 ag	NTR1 ag cell count 20 µM	GPR55 antagonists	MgcRacGAP inhibition	K1F lysis inhibition
CC1(C)C2CC=C(/C=N/NC(=O)C3CC3)C1C2 (stereo not given)	0.7%	-0.2%	14%	14%	-26%	0.4	34	-8%	-8%	-0.2%
CC(C)OCCCNc1nc2c(c(=O)n(Cc3ccccc3F)c(=O)n2C)n1C	1.5%	-0.4%	8%	-4%	-26%	1.7	71	4%	6%	0.0%
CC(=O)C1=C(C)NC(SCC(=O)Nc2nccs2)=C(C#N)C1c1ccccc1Cl (stereo not given)	4.9%	-0.1%	9%	-6%	6%	4.5	59	15%	10%	1.1%
O=C(NCc1nnc2c(C(F)(F)F)cc(Cl)cn12)c1cccnc1	1.5%	0.3%	-8%	27%	-9%	0.3	64	0%	9%	0.3%
CCOC(=O)c1c(C)n(C)c2cc(OCCN(CC)CC)ccc12	-0.4%	0.0%	-1%	11%	-28%	-1.0	59	5%	6%	-2.4%
Cc1ccc2c(c1)C1CN(C)CCC1N2Sc1ccccc1[N+](=O)[O-] (stereo not given)	x	-0.1%	8%	x	-5%	8.9	66	32%	10%	0.8%
CN(C)c1ccc(C(CC(=O)O)C(=O)O)cc1 (stereo not given)	-0.6%	0.9%	2%	6%	-11%	0.8	89	-5%	5%	0.1%
CCOC(=O)c1c(-c2cccc([N+](=O)[O-])c2)csc1NC(=O)C1CC1	0.1%	-0.1%	-4%	2%	-21%	4.6	53	22%	5%	1.6%
COc1cccc(NC(=O)CCS(=O)(=O)c2cccs2)c1	2.0%	1.4%	6%	31%	-28%	-0.7	68	-4%	10%	0.8%
CCOc1cc(/C=C(\C#N)C(=O)Nc2ccccc2C(=O)O)ccc1OC(=O)c1ccc(C)cc1	14%	2.0%	-17%	-77%	8%	x	x	26%	13%	1.9%
FC(F)C(F)(F)c1cc(-c2ccc(Cl)cc2)n[nH]1	3.9%	0.2%	0%	-9%	7%	3.5	57	-10%	x	x
Cn1ccnc1SCC(=O)Nc1ccc(Cl)cn1	-1.2%	-0.9%	-9%	20%	24%	-0.1	77	0%	2%	3.4%
CCC(C)(C)NC(=O)CN(CCc1cccc(C)c1)C(=O)c1csnn1	-2.3%	-0.1%	-5%	-4%[20 µM]	-23%	1.7	40	-5%	6%	-0.2%
COc1ccc(C(=O)Nc2ccc(S(=O)(=O)N3CCN(C)CC3)cc2)cc1[N+](=O)[O-]	-7.1%	-0.2%	-1%	1%[20 µM]	-19%	2.7	56	-12%	5%	-0.1%
CCc1cc2cc(C)ccc2nc1SCC(=O)NNC(=O)c1ccco1	-3.1%	-0.1%	7%	-9%	-4%	2.3	50	0%	3%	-0.4%
Cc1cc(C)c2c(N)c(C(=O)Nc3ccccc3F)sc2n1	4.3%	-0.1%	4%	-75%[20 µM]	-79%	1.8	63	12%	9%	1.4%
S=C1NC(c2cccs2)=CC(c2ccc(Br)cc2)N1 (stereo not given)	16%	-0.3%	-4%	-1%	-14%	3.3	82	14%	-13%	0.0%[50 µM]
O=C(Nc1ccnn1C1CCN(C(=O)c2ccc(C(F)(F)F)cc2)CC1)C1CC1	0.0%	-0.1%	10%	-16%	-6%	0.0	52	3%	-33%	-0.4%
CC(=O)Nc1ccc(N2C(=O)CSC2c2c(F)cccc2Cl)cc1 (stereo not given)	0.6%	-0.1%	11%	9%	-2%	-2.4	89	15%	-4%	-0.1%
COc1ccccc1CN1C(=O)CCC1(C)C(=O)NC1CCCCCC1 (stereo not given)	-2.0%	0.1%	-12%	30%	-18%	-0.4	69	18%	9%	0.3%
COc1ccc(Cn2nnnc2C(C(C)C)N(Cc2ccco2)Cc2cccs2)cc1 (stereo not given)	-0.7%	0.8%	-4%	-29%	21%	3.5	51	-23%	11%	0.0%
Cc1ccc(S(=O)(=O)/N=C(\Sc2ccccc2)c2ccccc2)cc1	-2.1%	-0.1%	2%	-28%	-1%	8.7	60	4%	8%	6.1%
COc1cccc(/C=N\NC(=O)C2=NNC(=O)C2C)c1O (stereo not given)	8.3%	0.1%	3%	9%	-45%	0.2	51	-2%	6%	3.6%[50 µM]
Cc1c(NC(=O)c2cnn3c2NC(c2ccc(Br)cc2)CC3C(F)(F)F)c(=O)n(-c2ccccc2)n1C (stereo not given)	-3.0%	-0.4%	3%	-26%	-24%	0.7	61	11%	5%	-2.6%
CCc1ccc(OCC(=O)Nc2cc(S(=O)(=O)CC)ccc2O)cc1	-1.3%	-0.1%	8%	20%	-25%	-1.0	59	18%	10%	14%

Entries of single compounds as entered above. Screens in order: KOR beta-arrestin-1	GPR55 beta-arrestin	GPR35 arrestin U2OS	KOR beta-arrestin-2	NOD1 NF-kB reporter	NTR1 ag	NTR1 ag cell count 20 µM	GPR55 antagonists	MgcRacGAP inhibition	K1F lysis inhibition
`Cc1cc(C)c2c(N)c(C(=O)Nc3ccccc3F)sc2n1` is entered as 4.3%	-0.1%	4%	-75%[20 µM]	-79%	1.8	63	12%	9%	1.4%
`O=C(NCc1nnc2c(C(F)(F)F)cc(Cl)cn12)c1cccnc1` is entered as 1.5%	0.3%	-8%	27%	-9%	0.3	64	0%	9%	0.3%
`COc1cccc(/C=N\NC(=O)C2=NNC(=O)C2C)c1O` (stereo not given) is entered as 8.3%	0.1%	3%	9%	-45%	0.2	51	-2%	6%	3.6%[50 µM]
`CCOC(=O)c1c(C)n(C)c2cc(OCCN(CC)CC)ccc12` is entered as -0.4%	0.0%	-1%	11%	-28%	-1.0	59	5%	6%	-2.4%
`Cc1ccc(S(=O)(=O)/N=C(\Sc2ccccc2)c2ccccc2)cc1` is entered as -2.1%	-0.1%	2%	-28%	-1%	8.7	60	4%	8%	6.1%

Next section.
SMILES	KOR beta-arrestin-1	GPR55 beta-arrestin	GPR35 arrestin U2OS	KOR beta-arrestin-2	NOD1 NF-kB reporter	NTR1 ag	NTR1 ag cell count 20 µM	GPR55 antagonists	MgcRacGAP inhibition	K1F lysis inhibition
Clc1ccc(CNCC2CCCO2)cc1 (stereo not given)	6.4%	-0.1%	6%	-17%[20 µM]	6%	-0.5	69	6%	3%	-0.2%
CCCC(c1nnnn1CC(=O)OCC)N(Cc1cc2c(C)cc(C)cc2[nH]c1=O)C1CCCC1 (stereo not given)	3.6%	-1.0%	4%	-25%	-24%	1.5	69	-7%	3%	-0.4%
Cc1ccc(NC(=O)Nc2ccno2)cc1	3.7%	0.1%	-4%	-2%	3%	1.6	47	14%	x	x
Cn1cc(S(=O)(=O)N2CCOCC2)cc1C(=O)NCCc1ccccc1	-3.3%	-0.1%	-6%	18%[20 µM]	-18%	-0.9	63	-4%	10%	3.4%
COc1ccccc1N1CCN(C(=O)c2cccc(N3C(=O)NC4CC3(C)Oc3c(OC)cccc34)c2)CC1 (stereo not given)	-0.9%	0.0%	-12%	18%	-22%	-0.3	58	-2%	8%	0.2%
O=C(CSc1nc2ccccc2o1)N1c2ccccc2Sc2ccc(Cl)cc21	3.4%	x	3%	-11%	12%	6.6	66	10%	4%	i
COCCn1nnnc1CN1CCC(Cc2ccccc2)CC1	-4.7%	-0.3%	2%	-4%	-15%	1.1	56	4%	0%	1.4%
Cc1ccc(Cn2ccc(NC(=O)c3cc(CC(C)C)on3)n2)cc1	-4.9%	-0.3%	18%	-20%	-28%	1.3	81	3%	12%	3.6%
CCNC(=O)CSc1nc2ccccc2c(=O)n1OC	1.6%	0.1%	-5%	-11%	4%	1.5	44	3%	9%	1.2%
Cc1ccc(OCc2nnc(SCC(=O)NCc3ccco3)n2C)cc1	-2.1%	0.2%	14%	6%	-16%	-2.3	80	14%	0%	6.0%
Cc1ccc2nc3c(cc(C#N)c(=O)n3CC3CCCO3)c(=O)n2c1 (stereo not given)	5.4%	-0.2%	7%	-8%	-12%	x	x	1%	x	x
CCn1cc(C(=O)NCCCN2CC(C)CC(C)C2)c(=O)c2cc(S(=O)(=O)N(C)C)ccc21 (stereo not given)	10%	0.3%	23%	-33%	11%	-2.0	65	14%	6%	-0.5%
C/C(=N\Nc1ccc(Cl)c(Cl)c1)c1ccc(-n2ccnc2)cc1	-1.0%	-0.1%	-5%	-3%	-50%	7.7	37	2%	11%	-0.1%
CCOC(=O)C(NC(=O)c1cccc(Cl)c1)(OCc1ccc(F)cc1)C(F)(F)F (stereo not given)	2.9%	0.2%	-7%	-33%	52%	2.4	59	6%	5%	-1.0%[50 µM]
Cc1[nH]nc2c1C(c1cccc(OC(=O)N3CCOCC3)c1)C(C#N)=C(N)O2 (stereo not given)	2.0%	-0.3%	6%	-4%	x	-1.2	64	20%	2%	0.7%
Cc1ccc2c(c1)N(CCC(=O)NCCN1CCOCC1)C(=O)CO2	1.6%	-0.1%	-2%	-20%	-35%	-5.2	91	27%	2%	0.4%
O=C(O)CSCC(=O)N(Cc1ccccc1)c1nc(-c2ccccc2)c(-c2ccccc2)s1	2.9%	0.7%	-6%	-16%	48%	3.6	42	-1%	11%	-1.2%
NS(=O)(=O)c1ccc(NC(=O)c2c(Cl)cccc2Cl)cc1	x	0.3%	5%	-12%[20 µM]	12%	-0.1	21	9%	5%	0.4%
O=C(CCCN1C(=O)[C@H]2CC=CC[C@H]2C1=O)NCc1nc(-c2ccc(Cl)cc2)no1	2.6%	-0.1%	10%	-30%	-15%	0.1	50	12%	12%	0.0%
c1ccc(-c2cnc(-c3ccccc3)nc2)cc1	1.6%	0.1%	-3%	-42%	-70%	-0.4	55	0%	0%	-0.9%
Cc1cc(NC(=O)CCCC(=O)NCc2ccccc2)no1	x	-0.1%	-1%	12%[20 µM]	-37%	-0.8	43	10%	-4%	-2.5%
CCOC(=O)c1c(O)c2ccccc2oc1=O	3.6%	-0.2%	12%	12%	-9%	-0.1	55	9%	9%	-0.7%[50 µM]
O=C(NCc1ccc(F)cc1)C(c1ccco1)N(C(=O)c1csnn1)c1ccccc1 (stereo not given)	1.5%	0.4%	-1%	-14%	-23%	-0.3	50	-2%	4%	-0.1%
C=CCn1c(SCC(=O)c2ccc(CNC(C)=O)o2)nc2ccccc2c1=O	-3.2%	-0.1%	-6%	5%	-6%	1.6	54	-4%	1%	0.0%
